From PubChem BioAssay
EP2 modulator – EP2 receptor (human) modulation. P43116. EP2-expressing cells, cAMP HTRF FRET, PGE2 co-stimulation. induction, % at 25 µM. 0.83% of 260,000 active;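 active = compounds whose cAMP rise, as percent of the full-agonist control response, exceeds 60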;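 note: rat C6 glioma line stably carrying human EP2 under a CMV promoter; the protocol text gives 20 µM as final concentration; 100% = response of wells given 1 µM PGE2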
Target sequence (P43116 whole entry, looked up): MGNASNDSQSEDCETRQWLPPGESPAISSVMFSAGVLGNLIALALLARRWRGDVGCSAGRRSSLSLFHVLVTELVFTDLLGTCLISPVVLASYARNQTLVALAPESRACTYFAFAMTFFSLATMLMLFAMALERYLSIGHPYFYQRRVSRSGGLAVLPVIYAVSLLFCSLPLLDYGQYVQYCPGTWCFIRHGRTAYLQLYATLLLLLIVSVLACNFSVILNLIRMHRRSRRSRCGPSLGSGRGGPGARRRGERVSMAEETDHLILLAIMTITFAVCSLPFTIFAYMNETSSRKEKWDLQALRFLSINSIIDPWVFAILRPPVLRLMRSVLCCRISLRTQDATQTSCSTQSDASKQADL
PERK inh – inhibitors of human PERK kinase; CHO PERK-DD fusion, SEAP luminescence translation reporter; 0.17% of 220,000 active; AID 1416; Q9NZJ5; inhibition, % at 5.6 µM;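 active = inhibition above the mean inhibition of all tested compounds plus 3 SD, set separately per screening campaign, cut at about 2.9% in these data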;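 note: PERK kinase domain activated by AP20187 dimerizer at 100 nM; 0% = DMSO with dimerizer and 100% = rapamycin at 8.4 µM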
S1P4 agonist – human S1P4 receptor agonism. O95977. S1P4-expressing cell line, agonist reporter assay. activation, % at 4.98 µM. 0.35% of 220,000 active. AID 1509; in the data active = activation above about 11%;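 note: 0% = DMSO vehicle and 100% = reference agonist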
Target sequence (O95977 whole entry, looked up): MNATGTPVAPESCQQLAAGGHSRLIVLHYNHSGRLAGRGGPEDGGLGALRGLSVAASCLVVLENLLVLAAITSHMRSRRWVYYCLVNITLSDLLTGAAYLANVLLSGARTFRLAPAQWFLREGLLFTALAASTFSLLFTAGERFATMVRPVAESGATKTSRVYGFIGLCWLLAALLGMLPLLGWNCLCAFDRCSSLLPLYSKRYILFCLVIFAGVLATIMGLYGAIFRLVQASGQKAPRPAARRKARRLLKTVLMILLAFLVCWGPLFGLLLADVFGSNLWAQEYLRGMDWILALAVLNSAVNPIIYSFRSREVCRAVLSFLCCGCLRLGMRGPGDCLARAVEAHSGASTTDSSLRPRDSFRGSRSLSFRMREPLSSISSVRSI
S1P4 antag – antagonists of human S1P4 receptor | S1P4-expressing cells, antagonist mode, reporter read-out | inhibition, % at 4.98 µM | 0.26% of 220,000 active; in the data active = inhibition above about 29%;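 note: 0% = wells stimulated with agonist and 100% = vehicle wells without agonist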
Ba/F3 V617F tox – lowers viability of Ba/F3 cells expressing EpoR and JAK2V617F; ATP luminescence; inhibition, % at 5.6 µM; 1.1% of 220,000 active; AID 1446;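 active = inhibition above the campaign mean plus 3 SD over all tested compounds, cut at about 24% in these data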;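 note: cytokine-independent growth of Ba/F3 cells driven by EpoR plus mutant JAK2; 0% = DMSO-treated cells and 100% = JAK inhibitor I control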
zfTRPN1 agonist – zebrafish TRPN1 (NompC) channel agonism. HEK293 zebrafish TRPN1-YFP, Fluo-8 calcium fluorescence; 100% = response to 87 µM carbachol. activation, % at 3 µM. 0.18% of 220,000 active. AID 1424;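 active = activation above its plate's cutoff, the mean activation of test wells on that plate plus 3 SD, cut at about 19% in these data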;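 note: 0% = DMSO alone and 100% = 87 µM carbachol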
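System: zebrafish TRPN1-YFP in HEK293 cells / Dosing: 3 µM single point / Timing: dye loading 1 h at 37 °C, then 30 min room temperature / Signal: Fluo-8 calcium fluorescence, excitation 470-495 nm, emission 515-575 nm / Read-out basis: percent activation from peak over basal fluorescence ratio, control-normalized / Control set: high carbachol 87 µM, low DMSO alone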
TRPML3 ag – activates the human TRPML3 channel; AID 1448; activation, % at 3 µM; Q8TDD5; 0.29% of 220,000 active; HEK293 TRPML3-YFP, Fluo-8 calcium fluorescence; 100% = the carbachol control signal;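 active = activation above its plate's cutoff, the mean activation of the plate's test wells plus 3 SD, cut at about 12% in these data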;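 note: 0% = DMSO only wells and 100% = carbachol wells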
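Test system – HEK293 line with stable expression of human TRPML3-YFP channel · Control set – carbachol 87 µM final as high control (100%), DMSO as low control (0%) · Signal – Fluo-8 calcium dye fluorescence, ex 470-495, em 515-575 nm · Incubation – 1-h 37 °C dye load, 5-s basal, 120-s post-compound reads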
m-calpain inh – inhibitors of pig calpain II; 0.37% of 220,000 active; AID 1236; inhibition, % at 16 µM; purified calpain II, fluorogenic peptide substrate, 30 min;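 active = inhibition above about 50%, limit read from the data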
BaF3 tox – counter-screen for JAK2V617F inhibitors: parental Ba/F3 viability inhibitors | CellTiter-Glo ATP luminescence | inhibition, % at 5.6 µM | 1.1% of 220,000 active | AID 1486;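 active = inhibition above a per-campaign cutoff, the mean inhibition of all tested compounds plus 3 SD, cut at about 27% in these data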;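 note: 0% = DMSO wells and 100% = JAK Inhibitor I control wells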
* marks the source's active call; other numbers are inactive results; & = joins results of further samples.

molecule,EP2 modulator,PERK inh,S1P4 agonist,S1P4 antag,Ba/F3 V617F tox,zfTRPN1 agonist,TRPML3 ag,m-calpain inh,BaF3 tox
CCc1ccccc1Nc1nc2ccccc2n1C(C)C,4,-0.8,0.6,-17,3,-0.3,0.0,28,5
CCOc1ccc(C(=O)Nc2nc(C)cc(C)n2)cc1[N+](=O)[O-],-16,0.1,-0.1,-31,-3,0.7,-0.1,9,4
CC1=C(C(=O)OC(C)C)C(c2cccc(F)c2)n2ncnc2N1 (stereo not given),7,0.5,1.5,-11,-3,-0.5,-1.4,-13,0
CCc1ccc(-n2c(SCC(=O)c3ccc4c(c3)NC(=O)CO4)nc3ccccc3c2=O)cc1,-8,1.2,0.3,-8,6,0.1,0.4,18,12
O=C(O)/C=C\C(=O)Nc1ccc(F)c(F)c1F,-1,1.6,0.3,3,0,1.5,0.7,-16,-4
CCCc1c(C(=O)NNc2cc(C(F)(F)F)ccc2Cl)cnn1-c1ccccc1,-22,0.3,1.5,1,-1,-1.7,-0.2,1,-3
CCOC(=O)c1sc2nc(C)nc(SCC(=O)N(C)C3CCS(=O)(=O)C3)c2c1C (stereo not given),-46,-0.1,0.0,9,1,1.6,1.2,7,2
CCC(=O)c1cc2c(cc1NC(=O)C(C)C)OCCO2,15,-0.3,0.5,-3,-2,-0.9,0.5,-121,3
Cc1cc2cc(CN(CC3CCCO3)C(=O)c3cnccn3)c(=O)[nH]c2cc1C (stereo not given),24,-1.3,-0.6,-23,-2,0.7,-0.3,3,0
O=S(=O)(c1cccc2cccnc12)N1CCN(c2ccc(F)cc2)CC1,-72,0.8,1.2,-9,2,1.7,0.7,-19,9
O=C(CSc1nnc(CNC(=O)c2ccco2)o1)Nc1nc2ccccc2s1,-28,0.6,-1.0,-3,3,0.0,0.5,36,1
Cc1onc(-c2ccccc2)c1C(=O)OCC(=O)c1ccccc1,-15,0.5,-0.9,3,0,-1.6,-1.0,14,9
Cc1ccc2c(c1)C1CN(C)CCC1N2C(=O)c1ccc(Cl)c(S(=O)(=O)N2CCOCC2)c1 (stereo not given),-40,0.4,-1.1,-11,-2,0.2,-0.6,8,8
Nc1nc(SCc2ccc(Cl)c(Cl)c2)n[nH]1,-4,0.4,-0.9,-5,0,-0.4,-0.1,-7,0
N=c1n(CCOc2ccccc2)c2ccccc2n1CCN1CCOCC1,-22,-0.2,-0.5,-2,9,-0.8,-0.5,-16,7
CC(C)C1=NN(C(=O)c2ccccc2)C(O)(C(C)(C)C)C1 (stereo not given),5,1.9,1.2,4,-5,-1.8,0.5,35,2
COc1ccc(-n2c(=O)[nH]c3cc(C(=O)NCCc4ccc(Cl)cc4)ccc3c2=O)cc1OC,-32,0.8,-0.3,3,4,0.4,0.1,3,0
CC(=O)NCC1COc2ccccc2O1 (stereo not given),-5&-8,0.8,-0.7,-5,0,1.3,1.0,4,-6
O=[N+]([O-])c1ccc(N2CCCCCC2)c([N+](=O)[O-])c1,7,0.1,-1.2,3,-3,0.1,-0.1,6,-1
O=C(NC1(C(=O)NC2CCCC2)CCCCC1)c1ccc2c(c1)OCO2,27,-0.1,0.0,-9,2,1.0,0.6,17,3
O=C(/C=C/c1ccc(Br)o1)Nc1nccs1,7,0.3,1.1,-4,-2,0.2,0.5,-38,3
CCSc1ncc(C)cc1[N+](=O)[O-],18,1.6,0.0,-7,-1,1.4,0.3,1,3
O=c1c2ccccc2c(=O)n(Cc2ccccc2)n1Cc1ccccc1,66*,-1.0,0.5,-5,6,0.2,0.4,33,11
CCN(CC(=O)N(CC(C)C)c1c(N)n(CC(C)C)c(=O)[nH]c1=O)Cc1nc2ccccc2c(=O)[nH]1,0,1.3,0.0,-15,-1,2.3,0.5,-5,-3
Cc1ccc(CSc2nnc(SCC(=O)N/N=C/c3c[nH]c4ccccc34)s2)cc1,-30,1.1,-3.8,0,4,0.4,-0.1,-3,9
CCN(CC)CCCN(Cc1cc2cc3c(cc2[nH]c1=O)OCCO3)C(=O)Nc1ccc(F)cc1,-28,-0.4,1.0,2,3,0.8,-0.2,-65,9
O=P(c1ccc2c(c1)OCCO2)(N1CCOCC1)N1CCOCC1,17,0.3,-0.4,-4,4,0.5,1.2,-22,6
Cc1nn(C)cc1CN1CCCC(C(=O)c2ccc(-c3ccccc3)c(F)c2)C1 (stereo not given),-29,-0.4,0.9,-8,2,0.7,1.1,9,5
CC1(N2CCCCC2)CC2(O)C(=[N+]1[O-])CCC/C2=N\O (stereo not given),19,1.2,-0.2,-10,5,0.2,1.0,-35,6
O=C(Cn1cc(S(=O)(=O)N2CCN(c3ccccc3F)CC2)c2ccccc2c1=O)NCCCN1CCCCCC1,-60,0.6,0.2,5,-4,-1.3,-0.1,-77,-6
N#Cc1c(-c2ccccc2)nc(N2CCCCCC2)[nH]c1=O,28,0.2,0.7,-2,-2,0.0,0.1,38,3
COc1cc(NC(=O)CSc2nc3[nH]ncc3c(=O)n2-c2ccccc2C)cc(OC)c1OC,15,-0.1,1.9,-15,2,-0.2,0.4,-14,0
CCCCOC(=O)Nc1cc(OC)c(Cl)cc1OC,17,-0.4,0.2,13,0,-0.1,-0.4,9,4
O=C(NCCNCc1ccc(F)cc1)c1ccco1,-6,0.8,-0.5,0,3,1.6,0.4,-15,5
C=CCSC1=C(C#N)C(c2ccc(C(C)C)cc2)CC(=O)N1 (stereo not given),29,1.5,1.4,2,1,-0.8,-0.8,12,8
CO/N=C/C1CCN(c2ncc(C(F)(F)F)cc2Cl)C1=O (stereo not given),8,0.6,-1.0,-6,4,-0.5,-0.3,27,1
O=C(NCCc1cccc(Cl)c1)c1ccc(Cl)c([N+](=O)[O-])c1,-21,0.5,1.7,-2,-2,0.2,-1.4,7,5
Cn1c(CCN2CCN(c3ccc(F)cc3)CC2)nc2cc(NC(=O)c3ccco3)ccc21,-26,-0.9,0.5,-3,0,1.4,1.1,-12,8
CN(C)/C=C/C(=O)c1ccc(-n2cccc2)cc1,-21,0.0,-0.2,-10,4,0.2,-0.1,29,2
C=CCNC(=S)/C(=C(/[O-])c1ccc([N+](=O)[O-])cc1)[n+]1ccccc1,-8,0.1,0.5,11,-2,0.8,0.4,-22,7
CS(=O)(=O)N(CC(=O)NCc1ccccn1)c1ccc2c(c1)OCCO2,-1,0.7,-1.9,0,-2,0.9,0.7,-27,4
COC(=O)C1=NN(c2ccccc2)C2C(=O)N(c3ccccc3OC)C(=O)C12 (stereo not given),7,0.0,0.7,-16,-1,-0.9,-0.5,-36,3
Cc1ccn2c(C(=O)CSc3ccccc3)c(C)nc2c1,-27,0.5,0.0,-2,0,-0.5,0.7,17,-2
CCC(CC)NCCOC(=O)c1ccc([N+](=O)[O-])cc1,5,0.8,-0.7,-8,-1,2.3,1.0,-9,-3
O=C(CSCc1cnn(-c2ccccc2)c1-n1cccc1)N1CCN(Cc2ccccc2)CC1,19,-0.5,-0.8,8,-1,-1.3,-0.9,4,7
CN(C)c1ccc(C(=O)/C=C/c2ccccc2)cc1,-60,0.5,-0.5,-2,2,0.9,-0.5,-3,9
COC(=O)c1nn(-c2cccc(C)c2)c2nnc(Cc3ccccc3)c(=O)n12,-1,-0.7,-1.0,0,4,0.8,0.1,23,4
Cc1cccc(NC(=O)c2cc([N+](=O)[O-])ccc2N2CCCCC2)n1,59,1.8,3.4,-15,-1,-1.1,0.6,32,-1
NC(=O)COC(=O)c1ccccc1OCc1ccccc1,11,0.5,-0.1,-9,-2,0.5,0.0,-37,4
O=C(c1cccc(F)c1)n1nnc2ccccc21,30,0.8,1.1,-22,-3,-2.0,0.8,8,0
Cc1nn(Cc2c(Cl)cccc2Cl)c(C)c1NC(=O)CCCn1nc(C)c([N+](=O)[O-])c1C,-9,-0.7,0.8,-11,-1,0.9,0.9,-28,7
O=C(NNC1CC(c2ccccc2)=NN1C(=O)c1ccccc1)c1ccccc1 (stereo not given),-7,-0.6,1.4,1,-1,-0.6,0.4,15,3
CCN(CC(N)=O)S(=O)(=O)c1ccc(Br)cc1,15,0.3,-0.4,-5,0,0.0,0.2,4,4
O=S(=O)(c1ccc(Cl)cc1)N1c2ccccc2Oc2nc3ccccc3nc21,-19,0.8,-2.3,-8,1,0.9,0.5,-10,5
COc1ccc(C(CNC(=O)Cn2[nH]c(=O)c3ccccc3c2=O)N2CCCC2)cc1 (stereo not given),-3,1.4,-0.6,-4,-4,0.2,0.3,36,2
CNc1nc(N)c([N+](=O)[O-])c(Nc2cccc(Cl)c2)n1,-32,0.4,0.1,10,0,0.2,-0.1,4,1
Cc1cc(C)c(NC(=O)Cn2nnc(C(=O)NCc3ccco3)c2N)c(C)c1,14,0.0,0.8,-3,0,1.7,0.7,15,5
CN=C(Nc1ccccc1)SC1CC(=O)N(c2ccc(C(=O)OC)cc2)C1=O (stereo not given),-29,-0.9,1.9,0,4,1.2,0.3,24,4
COc1ccc(NC(=O)C(NC(C)=O)C(=O)NCc2ccc(F)cc2)cc1 (stereo not given),9,0.6,2.9,-17,-1,0.5,0.7,-10,-1
Cc1ccc(-n2c(SCC(=O)N/N=C/c3ccccc3C(=O)O)nnc2-c2ccccc2)cc1,18,1.0,-0.7,12,-5,-0.6,0.6,-6,0

Profiles as entered above. Order of values: EP2 modulator	PERK inh	S1P4 agonist	S1P4 antag	Ba/F3 V617F tox	zfTRPN1 agonist	TRPML3 ag	m-calpain inh	BaF3 tox
O=C(NNC1CC(c2ccccc2)=NN1C(=O)c1ccccc1)c1ccccc1 (stereo not given) in the list: -7	-0.6	1.4	1	-1	-0.6	0.4	15	3
CCN(CC(N)=O)S(=O)(=O)c1ccc(Br)cc1 in the list: 15	0.3	-0.4	-5	0	0.0	0.2	4	4

Additional results.
molecule,EP2 modulator,PERK inh,S1P4 agonist,S1P4 antag,Ba/F3 V617F tox,zfTRPN1 agonist,TRPML3 ag,m-calpain inh,BaF3 tox
Cc1nc2c(C#N)c[nH]n2c(=O)c1CCO,9,0.2,-0.3,-8,1,2.3,-0.2,14,-2
O=C(CCc1nc2ccccc2s1)N1CCN(S(=O)(=O)c2cccs2)CC1,-12,-0.8,-3.3,-6,0,0.5,0.7,-20,6
CC(=O)N1CCN(c2ccccc2NC(=O)COc2ccc(Br)cc2)CC1,-13,-0.2,-0.8,-3,2,1.4,0.5,-7,10
Cc1cc(C)cc(NC(=O)CN(C)S(=O)(=O)c2cnc[nH]2)c1,-14,0.7,1.6,-17,-2,0.8,-0.4,-11,2
Cc1ccc(C)c(CN2C(=O)C(C)Oc3ccc(C)cc32)c1 (stereo not given),80*,-0.4,1.4,-15,4,4.5,-0.7,22,5
O=C(/C=C1\NC2(CCCC2)Cc2ccccc21)C(=O)N/N=C/c1ccccc1O,2,-0.6,0.5,-10,-3,-1.0,0.5,-76,7
CC#CCNCc1ccccc1,3,-0.2,2.5,-6,2,1.3,0.3,-14,35*
CC/C(=N\NC(N)=O)c1ccc(OC)c(OC)c1,3,-1.1,0.4,3,3,2.0,0.9,14,1
O=C(Cc1ccccc1)Nc1ccc(NC(=O)c2cccs2)cc1,-49,-0.5,0.2,-10,4,0.6,-0.1,23,10
